HGIII-sPLA2 inh: Blocks human group III sPLA2 activity. inhibition, % at 12.2 µM. Q9NZ20. QFRET BODIPY PC-A2 liposome hydrolysis, fluorescence. hit rate 0.56% among 370,000. AID 743126;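 active = inhibition above mean plus 3 SD of compounds lying within the high and low control bounds, cut at about 19% in these data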;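 note: 0% = median of test compound wells and 100% = no enzyme DMSO wells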
Target sequence (Q9NZ20 whole entry, looked up): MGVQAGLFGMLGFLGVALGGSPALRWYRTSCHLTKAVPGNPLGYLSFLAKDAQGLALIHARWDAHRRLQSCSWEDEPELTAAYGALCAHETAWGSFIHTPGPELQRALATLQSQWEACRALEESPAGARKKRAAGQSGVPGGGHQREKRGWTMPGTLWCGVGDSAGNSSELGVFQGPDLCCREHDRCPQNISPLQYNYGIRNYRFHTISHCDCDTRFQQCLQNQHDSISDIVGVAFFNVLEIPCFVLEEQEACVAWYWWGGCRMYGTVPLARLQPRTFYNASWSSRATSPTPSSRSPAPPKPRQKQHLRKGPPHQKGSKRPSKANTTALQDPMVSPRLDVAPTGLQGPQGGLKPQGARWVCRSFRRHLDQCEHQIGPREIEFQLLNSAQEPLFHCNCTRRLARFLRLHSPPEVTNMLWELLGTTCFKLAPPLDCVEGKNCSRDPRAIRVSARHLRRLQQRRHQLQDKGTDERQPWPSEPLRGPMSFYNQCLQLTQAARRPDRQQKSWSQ
ADAM10 inh: ADAM10 inhibition, QFRET primary screen; O14672; recombinant ADAM10, EDANS/DABCYL FRET peptide cleavage, 3 h; inhibition, % at 7 µM; hit rate 0.62% among 370,000; AID 720582;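 active = inhibition above a per-campaign cutoff equal to the mean of compounds falling between control-based bounds plus 3 SD, cut at about 20% in these data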;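 note: 0% = DMSO wells while the 100% control is not disclosed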
ARFGAP1 inhibitor: rat ARFGAP1 inhibition | hit rate 0.26% among 360,000 | Arfgap1-stimulated ARF1 GTP hydrolysis, GDP FP detection | inhibition, % at 16.5 µM | AID 651572;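 active = inhibition above a per-plate limit, mean inhibition of low control wells plus 3 SD, cut at about 25% in these data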;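 note: 0% = DMSO wells with enzyme and 100% = wells lacking Arfgap1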
Target sequence (Q62848 1-136 limits assumed): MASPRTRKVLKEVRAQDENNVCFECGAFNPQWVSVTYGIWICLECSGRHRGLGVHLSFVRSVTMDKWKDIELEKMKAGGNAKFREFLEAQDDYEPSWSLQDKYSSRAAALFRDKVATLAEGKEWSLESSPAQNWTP
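Repeats: one replicate per compound; assay system: rat Arfgap1 catalytic domain, aa 1-136; times: enzyme reaction 120 min at 25 °C after 20 min preincubation; detection: FP of antibody-bound GDP Alexa 633 tracer, ex 620/em 688 nm; benchmarks: high control wells lacking Arfgap1, low control full reaction with DMSO; reagent: human ARF1(Δ1-17)-GTP substrate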
KLK7 zymogen act: activates the human kallikrein-7 zymogen; P49862; activation, % at 7 µM; hit rate 0.9% among 370,000; purified proKLK7, EDANS-DABCYL substrate fluorescence; 100% is mature enzyme control, 0% vehicle;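 active = activation above the mean of all tested compounds plus 3 SD, computed per campaign excluding outliers beyond control limits, cut at about 13% in these data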
Target sequence (P49862 whole entry, looked up): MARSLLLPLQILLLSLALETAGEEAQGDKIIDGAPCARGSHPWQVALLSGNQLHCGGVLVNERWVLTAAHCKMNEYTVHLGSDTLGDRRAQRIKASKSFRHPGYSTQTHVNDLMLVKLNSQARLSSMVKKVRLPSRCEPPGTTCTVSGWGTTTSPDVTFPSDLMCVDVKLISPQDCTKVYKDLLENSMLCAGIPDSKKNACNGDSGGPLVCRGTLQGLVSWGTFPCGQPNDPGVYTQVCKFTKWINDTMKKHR
DDE Tn6 FP inh: disrupts Tn6 cyclic peptide binding to fibrin D-Dimer-E complex; P02675; Fibrin DD(E) TRITC-Tn6 fluorescence polarization displacement; inhibition, % at 8.3 µM; hit rate 0.21% among 370,000; AID 720509;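 active = inhibition above a per-campaign cutoff: mean of compounds within control limits plus 3 SD, cut at about 15% in these data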;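 note: 0% = median of all compound wells on the plate and 100% = blocking peptide control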
ASAP1 GAP inh: ASAP1 ArfGAP inhibition; ASAP1-stimulated ARF1 GTP hydrolysis, GDP FP detection; inhibition, % at 16.5 µM; hit rate 0.19% among 360,000; AID 624377; in the data active = inhibition above about 25%;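 note: 0% = vehicle with enzyme and substrate and 100% = no enzyme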
GC-B act: GC-B (human) receptor activation. P20594. HEK293-GC-B cells, CNP EC30, cGMP TR-FRET; 0% at EC30 CNP, 100% saturating CNP. activation, % at 10 µM. hit rate 0.11% among 370,000. AID 1920062;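 active = activation at 10 µM reaching about 35% in either raw or pattern-adjusted values, limit read from the data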
FXN GAA850 act: increases GAA850 frataxin promoter reporter activity. HEK293 lucGAA850 FXN promoter luciferase reporter, 24 h; percent of 10 µM SAHA response. activation, % at 6 µM. hit rate 0.56% among 360,000. AID 540364;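 active = activation above the average of all compounds screened plus 3 SD, cutoff fixed separately per campaign, cut at about 7.5% in these data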;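 note: 0% = DMSO wells and 100% = 10 µM SAHA wells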
rCAG RNA binder: r(CAG) repeat RNA binding; inhibition, % at 3 µM; hit rate 1.3% among 370,000; TO-PRO-1 dye displacement fluorescence;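 active = inhibition above the plate cutoff, the mean of all test compounds on that plate plus 3 SD, cut at about 35% in these data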;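 note: 0% = DMSO alone and 100% = 100 µM mitoxantrone as full dye displacement; higher means more dye released from RNA so lower well fluorescence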
NPR1 activator: GC-A (human) enzyme activation. HEK293 GC-A cells, cGMP TR-FRET, EC30 ANP; 0% at EC30 ANP, 100% saturating ANP. P16066. hit rate 0.14% among 370,000. activation, % at 10 µM; in the data active = activation above about 40%
* hit, by the source's call; i = inactive; . = no result given. Rows are unselected. About 4.5% of those tested had a hit in this group.

| smiles | rCAG RNA binder | FXN GAA850 act | DDE Tn6 FP inh | ADAM10 inh | ASAP1 GAP inh | KLK7 zymogen act | GC-B act | ARFGAP1 inhibitor | NPR1 activator | HGIII-sPLA2 inh |
| --- | --- | --- | --- | --- | --- | --- | --- | --- | --- | --- |
| Cc1ccc2[nH]c(=O)c3cc(C(=O)N(C)Cc4ccco4)sc3c2c1 | 10.8 | -2.6 | -1.8 | i | 2.5 | -2.6 | -4.2 | 5.8 | 3.5 | -8.1 |
| C=CCN(C(=O)CSc1nc2ccsc2c(=O)n1Cc1ccccn1)c1ccccc1 | -5.7 | -0.1 | -2.3 | -18.4 | -5.4 | 0.8 | -3.4 | 8.4 | -8.7 | -2.2 |
| Nc1ncn(-c2ncc(C(F)(F)F)cc2Cl)n1 | 0.8 | 1.3 | 3.7 | -0.6 | -6.4 | -0.2 | 7.3 | -2.4 | 0.6 | 1.5 |
| Cc1ccc(-c2cc(C(=O)Nc3nccs3)c3ccccc3n2)c(C)c1 | 8.2 | -0.5 | -10.4 | 4.2 | 2.2 | -1.3 | 14.6 | -1.3 | 9.9 | 4.1 |
| O=C1CCCC(O)=C1C=NCCc1ccccc1 | -1.1 | 1.9 | 10.1 | -3.3 | 2.6 | -0.7 | -0.3 | 10.7 | 0.3 | 2.9 |
| COC(=O)CCC(=O)OC1(C)C(=O)C=C2C=C(C3CC3)N(Cc3ccc(OC)cc3)C=C2C1=O (stereo not given) | 7.5 | 2.7 | -4.6 | -37.7 | 5.9 | 0.4 | 7.5 | -8.4 | 4.7 | -10.8 |
| CCOC(=O)c1cn2nc(N3CCCCC3)ccc2n1 | -3.9 | -2.1 | -3.4 | 0.8 | -10.7 | -0.4 | -2.4 | -1.4 | -1.9 | -2.2 |
| O=[N+]([O-])c1ccccc1NCCNc1ncc(C(F)(F)F)cc1Cl | 1.0 | 1.7 | 0.9 | 6.2 | -16.9 | 0.4 | -8.3 | 1.2 | -5.4 | -4.3 |
| CCOC(=O)c1nnn2c1nc(Nc1cccc(C(F)(F)F)c1)c1ccccc12 | 0.5 | -0.3 | -4.5 | 2.2 | 11.1 | -0.1 | 7.8 | -2.1 | 14.2 | -0.3 |
| Cc1occc1-c1nnc(SCC(=O)Nc2ccc3ncccc3c2)n1-c1ccccc1 | 5.4 | . | -0.5 | -13.4 | . | 1.0 | -12.6 | . | -5.3 | -11.5 |
| CC(C)C(=O)Nc1cccc(-c2nc3ccccc3c(=O)o2)c1 | 3.5 | -1.5 | -8.9 | -3.3 | 7.2 | 0.0 | -7.3 | 3.4 | 10.9 | -3.6 |
| NC(=O)COC(=O)c1ccccc1Oc1ccccc1 | -2.7 | 1.0 | 0.0 | -7.0 | -1.8 | -0.1 | . | -0.1 | . | -2.9 |
| O=C(c1ccc(O)cc1)c1ccc(C(=O)O)c(C(=O)O)c1 | 0.4 | -2.9 | 5.5 | -1.1 | -15.4 | 0.2 | 3.2 | -0.6 | 6.3 | -1.0 |
| CC(C)CNS(=O)(=O)c1ccc(CCC(=O)N2CCN(Cc3ccc4c(c3)OCO4)CC2)cc1 | -3.5 | -0.7 | 1.9 | 6.3 | -3.7 | 0.2 | 0.1 | -10.1 | -0.1 | -18.3 |
| COc1cc(SC)ccc1C(=O)Nc1cccc(C2OCCCO2)c1 | -1.6 | 3.1 | 11.1 | -1.4 | -8.2 | 0.0 | -0.5 | 5.9 | 0.6 | 1.5 |
| Cc1cc(C)n(-c2ccn(Cc3ccc(Cl)cc3Cl)c(=O)n2)n1 | -4.2 | -3.9 | 12.4 | -3.2 | -1.6 | 0.3 | -5.4 | -0.9 | -2.1 | -5.7 |
| Cc1cccnc1NC(=O)c1csnn1 | 0.8 | 1.2 | -4.0 | -1.7 | -1.9 | -0.1 | 3.7 | -3.1 | 1.0 | 0.5 |
| Cc1cccc(-n2c(Cc3cc(=O)[nH]c(=O)[nH]3)nnc2SCC(=O)Nc2cccc(C(F)(F)F)c2)c1 | 4.0 | 0.6 | -3.5 | 0.2 | -3.6 | -1.0 | 4.2 | 4.0 | 4.1 | -40.4 |
| COCCN1CCn2c(nc3cc(NS(C)(=O)=O)ccc32)C1 | 4.5 | -0.7 | 2.3 | -47.8 | -2.7 | -23.3 | -4.5 | 3.5 | 4.0 | 1.2 |
| O=C(CN1CCCCCC1)Nc1ccc(S(=O)(=O)N2CCCCC2)cc1 | 0.0 | 0.3 | -1.2 | -1.1 | 6.4 | 0.0 | -3.2 | 11.1 | -1.9 | -9.0 |
| c1ccc(OCCCc2nc(-c3cccnc3)no2)cc1 | -4.8 | 1.3 | 10.2 | 1.6 | -4.3 | -0.1 | -0.2 | -9.5 | 2.8 | -1.1 |
| COc1cccc(/C=C2\N=C3CCCCCN3C2=O)c1 | 1.5 | 4.2 | 1.5 | -1.5 | -1.7 | 0.8 | 1.1 | 1.0 | 0.8 | 0.1 |
| O=C(COC(=O)c1ccc2c(c1)OCO2)Nc1ccccc1Cl | 0.7 | 1.2 | -4.7 | -6.7 | -1.9 | 0.1 | -2.1 | 5.2 | -0.4 | -3.6 |
| O=C(Nc1ccc2c(c1)OCO2)c1cc(-c2ccncc2)nc2ccccc12 | 6.3 | -2.5 | 2.4 | 3.6 | 8.7 | 0.0 | -0.7 | 2.2 | -4.4 | -8.9 |
| CCOc1ncccc1C(=O)OCC(=O)Nc1cc(S(=O)(=O)N2CCOCC2)ccc1Cl | 0.4 | 2.0 | 0.5 | -1.1 | -1.1 | 0.0 | 2.9 | -1.2 | 0.8 | 4.9 |
| CCOc1ccc(NC(=O)CCN2C(=S)NC(C)(C)CC2C)cc1 (stereo not given) | -5.7 | 2.0 | 2.0 | 1.8 | -19.1 | 0.3 | -0.1 | -14.4 | -0.7 | 13.7 |
| Cc1cc(N2CCN(C)CC2)nc2ccc(NC(=O)c3ccccc3F)cc12 | -7.4 | 3.8 | 2.7 | -9.5 | -3.6 | -0.6 | 0.2 | 8.2 | 6.5 | -0.5 |
| CCN(CC)c1ncnc2c1ncn2[C@H]1CN(Cc2ccc(-c3ccccc3)cc2)C[C@@H](CO)O1 | 6.9 | -1.1 | -0.9 | 3.8 | -6.4 | 0.3 | 0.0 | -5.0 | -1.8 | -27.1 |
| CCOc1ccc(-n2c(=S)sc3c(=O)[nH]c(SCC(=O)NC(C)CC)nc32)cc1 (stereo not given) | 19.4 | -1.4 | 3.9 | 1.8 | 12.4 | 1.2 | -2.8 | -4.5 | -4.2 | -4.3 |
| C/C(=N\N1CCN(c2ccc(Cl)cc2)CC1)c1cccs1 | 0.8 | 2.5 | 1.7 | 8.6 | -7.3 | -0.1 | 0.2 | -4.4 | -0.3 | 1.7 |
| CC1CCCC(NC(=O)CNC(=S)N(Cc2ccccc2)Cc2cccs2)C1C (stereo not given) | -1.1 | 1.4 | -6.4 | 17.6 | -7.4 | 0.5 | -1.6 | -4.8 | -1.6 | -11.5 |
| CC(C)C[C@@H]1CC2=C(C(=O)OC(C)(C)O2)[C@H](CCc2ccccc2)O1 | -0.2 | . | -4.8 | -7.9 | 8.8 | -0.1 | -0.1 | 15.7 | 2.9 | 2.1 |
| CCC(C(=O)NCCCc1ccccc1)n1nc(C)c2c(C)n(-c3ccccc3)nc2c1=O (stereo not given) | -5.4 | -1.4 | -2.8 | -0.5 | -5.1 | 0.4 | -1.2 | 17.0 | 0.1 | -4.6 |
| OC(CNCC#Cc1ccccc1)c1ccccc1 (stereo not given) | -2.9 | 0.2 | -1.8 | 1.9 | 8.5 | -0.2 | 4.5 | 2.0 | 3.8 | -6.8 |
| CCCn1ncc(/C=N/O)c1C | -0.6 | -0.9 | 0.7 | -4.2 | 8.2 | 0.1 | 2.3 | 11.0 | 2.5 | 19.1 |
| O=C(Cn1c(=O)sc2ccccc21)NCc1ccco1 | -1.2 | 1.8 | -3.4 | 1.9 | 1.7 | 0.0 | -0.5 | -4.1 | 1.3 | 0.9 |
| OC(c1ccc(F)c(F)c1)c1nc(-c2csc3ccccc23)cs1 (stereo not given) | 5.2 | 2.9 | -0.3 | 10.0 | 9.3 | 0.3 | -2.6 | 6.9 | -1.1 | -2.4 |
| CCN(CC)c1ccc(C=Nn2c(-c3cc(C)[nH]n3)n[nH]c2=S)cc1 | 11.9 | . | 2.5 | -17.0 | . | 1.4 | -2.6 | . | -3.0 | 7.3 |
| Cc1noc(C)c1C(=O)OCC(=O)N(C)C1(C#N)CCCCC1 | -0.8 | 3.2 | -4.3 | -12.0 | -3.5 | 0.7 | -4.5 | -3.2 | -0.2 | 13.6 |
| CC(C)(C)c1ccc(C(=O)N/N=C2\C3CN4CCN(C3)CC2(c2ccccc2)C4)cc1 | -2.3 | 1.9 | -6.9 | -5.9 | 9.0 | 0.7 | -2.0 | -12.4 | -1.2 | 8.5 |
| CCn1c(C)nc2cc(S(=O)(=O)N3CCCCC3)ccc21 | 0.2 | -0.1 | 2.8 | -1.1 | -2.8 | 0.0 | 9.8 | 7.5 | 4.3 | 0.9 |
| CN1N=C(c2ccc(F)c(F)c2)CSC1=NCc1ccccc1 | -0.1 | -1.4 | 5.0 | -3.1 | 1.7 | 0.0 | 7.2 | 1.9 | 4.1 | -2.4 |
| Oc1ccc2ccccc2c1CNn1cnnc1 | 1.2 | 0.6 | -5.9 | -90.4 | -0.1 | -10.3 | 1.8 | 5.2 | 2.5 | -38.6 |
| O=C(COc1ccccc1[N+](=O)[O-])Nc1ccccc1N1CCCC1 | -2.3 | 2.2 | -1.7 | 10.1 | 5.4 | -0.3 | -0.7 | 2.7 | -6.7 | -2.5 |
| CC(C)Oc1ccc(CN2CCC2(C)C(=O)NCc2cccc3ccccc23)cc1 (stereo not given) | -1.8 | 0.0 | 2.9 | 14.7 | -6.9 | 0.8 | -3.3 | -18.7 | -4.7 | -14.7 |
| COc1ccc(OC)c(-c2csc(NC(=O)C3c4ccccc4Oc4ccccc43)n2)c1 | 10.3 | -9.3 | -7.6 | 15.5 | -6.1 | -1.9 | 0.1 | -3.3 | -6.3 | -10.1 |
| O=C(COc1ccc(Cl)cc1)N1CCCCCCC1 | 2.4 | 1.7 | 1.1 | 7.2 | -2.6 | 0.4 | 1.1 | 1.6 | 4.2 | -1.9 |
| Cc1ccccc1OCCNC(=S)Nc1ccccc1 | -0.5 | -0.6 | 3.7 | 0.5 | -3.3 | -0.1 | 6.7 | 0.0 | 6.2 | -16.2 |
| S=C(Nc1ccc(Br)cc1)NC1CCCCC1 | 0.8 | 1.4 | 6.9 | 11.9 | -6.5 | -0.1 | 4.7 | -6.1 | 0.2 | 2.8 |
| Cc1cc(C)n2cc(CSc3ncn[nH]3)nc2n1 | -1.0 | -1.0 | 0.9 | i | -19.6 | 27.7* | -1.3 | 1.6 | -1.1 | -5.9 |
| Cn1nnnc1SCC(=O)Nc1nc2ccccc2s1 | 0.3 | 2.6 | -0.6 | 0.2 | -3.0 | -0.4 | 1.2 | -3.3 | 7.0 | -1.6 |
| CCO[C@H]1OC(C(=O)N2CCOCC2)=C[C@@H](c2coc3ccccc3c2=O)[C@@H]1CCCO | -7.9 | -0.3 | -2.7 | -4.5 | 7.3 | -0.2 | 3.3 | 5.4 | 4.2 | 4.9 |
| CCOC(=O)/C(C#N)=C/c1cccc([N+](=O)[O-])c1 | -3.7 | 2.4 | -3.9 | 1.7 | 2.0 | 0.5 | -5.4 | 20.2 | -1.7 | -0.9 |

Source: PubChem BioAssay (several laboratories)
